MITF primary = human MITF inhibition, primary screen. AID 1259374. inhibition, % at 2.6 µM. AlphaScreen MITF homodimerization, bead proximity signal. 650,000 compounds, 0.91% hits; in the data active = inhibition above about 50%;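 note: 0% = vehicle wells with protein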
Target sequence (O75030 whole entry, looked up): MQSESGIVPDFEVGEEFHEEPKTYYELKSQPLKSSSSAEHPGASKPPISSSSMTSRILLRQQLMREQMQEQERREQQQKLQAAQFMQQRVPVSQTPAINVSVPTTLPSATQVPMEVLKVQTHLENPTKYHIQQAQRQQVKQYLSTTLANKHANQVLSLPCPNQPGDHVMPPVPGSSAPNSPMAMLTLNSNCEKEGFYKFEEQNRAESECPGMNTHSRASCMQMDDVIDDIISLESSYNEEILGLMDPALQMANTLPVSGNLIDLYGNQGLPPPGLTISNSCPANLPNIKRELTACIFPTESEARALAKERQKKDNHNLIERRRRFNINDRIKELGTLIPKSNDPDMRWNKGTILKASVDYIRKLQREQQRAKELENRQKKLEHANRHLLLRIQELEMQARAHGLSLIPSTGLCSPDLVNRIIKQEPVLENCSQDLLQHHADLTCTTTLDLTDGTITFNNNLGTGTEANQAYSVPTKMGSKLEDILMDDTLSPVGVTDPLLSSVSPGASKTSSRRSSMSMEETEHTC
TEAD-YAP inh = TEAD-YAP interaction inhibition; 640,000 compounds, 1.4% hits; inhibition, % at 9.12 µM; HEK-TIYL cells, TEAD-Gal4/YAP UAS-luciferase luminescence; in the data active = inhibition above about 32%;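 note: 0% = median of test compound wells and 100% = reference inhibitor wells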
GPR151 activ = activators of human GPR151. activation, % at 11.2 µM. 650,000 compounds, 1% hits. PathHunter beta-arrestin GPR151 cells, luminescence; in the data active = activation above about 4.9%;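 note: 0% = median of compound wells and 100% = cells with positive control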
Target sequence (Q8TDV0 whole entry, looked up): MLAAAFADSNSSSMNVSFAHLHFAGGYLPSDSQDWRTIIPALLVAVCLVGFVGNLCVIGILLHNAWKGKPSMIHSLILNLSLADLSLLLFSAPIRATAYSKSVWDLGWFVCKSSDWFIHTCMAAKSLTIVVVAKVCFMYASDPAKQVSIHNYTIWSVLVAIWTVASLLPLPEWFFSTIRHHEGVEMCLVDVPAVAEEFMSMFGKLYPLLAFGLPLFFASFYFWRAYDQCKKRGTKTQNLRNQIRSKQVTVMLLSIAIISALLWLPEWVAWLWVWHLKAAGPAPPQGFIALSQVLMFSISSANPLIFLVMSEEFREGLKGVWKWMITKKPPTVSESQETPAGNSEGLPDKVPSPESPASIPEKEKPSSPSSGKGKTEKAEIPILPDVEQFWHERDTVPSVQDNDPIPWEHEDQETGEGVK
FBW7 act = activators of human E3 ligase FBW7; AlphaScreen FBW7–phospho-cyclin E peptide binding, activator screen; normalized activity (activation), % at 26.1 µM; 650,000 compounds, 0.13% hits; AID 1259310; in the data active = normalized activity above about 1.9%;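 note: purified mutant Fbw7 with reduced substrate affinity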
The depositor's hits bear a star.

SMILES	MITF primary	TEAD-YAP inh	GPR151 activ	FBW7 act
Cc1nc(-c2ccccc2F)cc(N2CCN(C)CC2)n1	9.1	9.9	2.1	0.0
CCCc1nn(CC(=O)N2CCCCC2C)c(=O)c2cc3ccsc3n12 (centres undefined)	-2.8	5.1	1.4	-0.1
FC(F)(F)c1cccc(CNc2ncnc3nc(-c4ccccc4)[nH]c23)c1	10.9	6.5	-0.2	0.0
Cc1ccc(C)c(NS(=O)(=O)c2cc3c4c(c2)CC(=O)N4CCC3)c1	-12.4	7.1	0.4	-0.1
CC(C)c1ccc(NC(=O)CSc2nc3ccccc3n2S(=O)(=O)c2ccc(Br)cc2)cc1	14.3	-5.8	0.7	0.1
O=C1CC(N2CCOCC2)C(=O)N1c1ccc(OC(F)(F)Cl)cc1 (centres undefined)	5.0	9.8	0.0	0.0
C#CCn1c(=NC(=O)C2COc3ccccc3O2)sc2cc(OC)c(OC)cc21 (centres undefined)	8.4	34.7*	1.1	-0.1
CCNC(=O)c1ccc(CN2CCc3ccccc3C2)cc1	9.2	-8.2	-0.4	0.0
N#Cc1cc(-n2nnc3cc4ccccc4cc32)c([N+](=O)[O-])cc1C#N	0.8	-9.7	-0.1	0.0
COc1ccc(C2CC(=O)C3=C(C2)OC(N)=C(C#N)C3c2cccc(Br)c2)cc1 (centres undefined)	7.0	5.5	-0.3	-0.1
Cc1cc(NC2CC2)nc(-c2ccc(C(N)=O)cc2)n1	6.7	-50.0	-0.7	0.0
Cc1ccc(C)c(Nc2nnc(-c3ccc(C)c(S(=O)(=O)N4CCOCC4)c3)c3ccccc23)c1	6.2	14.0	1.0	0.0
COCCN(CCOC)S(=O)(=O)c1ccc(/C(O)=C(\C#N)c2nc3ccccc3[nH]2)cc1	11.9	-11.5	-1.5	0.1
COc1nc(Nc2ccccc2)nc(-c2ccc(N3CCOCC3)nc2)n1	6.1	-16.5	0.2	-0.1
CCn1c(=O)c(-c2ccc3ccccc3n2)cc2cc(Br)ccc21	18.5	-18.4	-0.6	0.8
CC1CCCC(NC(=O)CSc2ccc(C(=O)Nc3ccccc3C(F)(F)F)cc2[N+](=O)[O-])C1C (centres undefined)	6.0	-4.3	0.6	0.0
O=C1OC(/C=C/c2ccc(Cl)cc2)=NC/1=C\c1coc2ccccc2c1=O	-4.1	-0.8	0.3	0.0
O=C(CNC1CCCC1)NC(c1ccccc1)c1ccccc1	10.6	0.0	-0.7	-0.1
CC(CC(=O)NCc1ccccc1F)Cc1nc2ccccc2c(=O)[nH]1 (centres undefined)	-0.8	-17.8	-0.8	-0.1
COC(=O)c1cn[nH]c1NC(=O)CSc1nc2[nH]ncc2c(=O)n1-c1ccccc1C	-10.3	-7.2	1.0	-0.1
O=C(Nc1ccccc1C(=O)Nc1ccc(Br)cc1)c1ccco1	12.8	-3.1	1.5	0.1
COc1cc(C2C(C#N)=C(N)Oc3n[nH]c(-c4ccc(Br)cc4)c32)cc(Cl)c1O (centres undefined)	0.2	-4.9	-0.6	-0.4
CCCN(CCC)S(=O)(=O)c1ccc(C(=O)Nc2ccccc2-c2nc3ccccc3[nH]2)cc1	-0.3	-0.2	1.3	-0.1
Cc1nnc(SCC(=O)Nc2ncc(Cc3ccc(Br)cc3)s2)n1N	6.3	0.2	1.6	0.1
COc1cc(OC)c(C(=O)Nc2cccc(Cl)c2C)cc1OC	7.7	-18.7	0.6	-0.2
COC(=O)c1c(NC(=O)c2cc([N+](=O)[O-])cc([N+](=O)[O-])c2)c(C#N)c(C)n1C	-5.2	-2.6	-0.4	-0.1
Cc1ccc(NC(=O)C2CCCN2S(=O)(=O)c2cccc3cccnc23)cc1F (centres undefined)	0.6	-31.2	0.1	0.3
CCOC(=O)C1=C(N)Oc2cc(C)oc(=O)c2C1c1ccccc1Cl (centres undefined)	12.0	8.4	4.4	0.0
COc1cc(NC(=O)c2cccc(-n3cc(Nc4cnnn4-c4ccccc4)cn3)c2)ccc1N1CCOCC1	6.9	17.5	-1.6	0.1
COc1ccc(C2CC(=O)Nc3n[nH]c(C)c32)cc1 (centres undefined)	-5.4	1.9	-1.0	0.1
O=C(c1ccc(N2C(=O)C3C4C=CC(C4)C3C2=O)cc1)N1CCOCC1 (centres undefined)	14.4	-2.8	-0.6	0.8
CC1(C)CC(=O)C2=C(C1)N(c1ccc(Br)cc1)C(N)=C(C#N)C2c1ccc2c(c1)OCO2 (centres undefined)	4.4	2.1	-1.0	0.2
COc1ccc([N+](=O)[O-])cc1CSc1nnc(NC(C)=O)s1	-5.7	12.2	3.1	-0.1
CCN(CC)c1ccc(NC(=O)Cn2c3ccccc3c(=O)c3ccccc32)c(C)c1	15.2	-0.3	-0.7	0.5
CCCC(C)NC(=O)Nc1ccc(C)c(NC(=O)NC(C)CCC)c1 (centres undefined)	7.0	8.8	-1.2	0.1
c1ccc(CNc2nc(NCc3ccc4c(c3)OCO4)nc3c2ncn3C2CCCCC2)cc1	18.6	7.9	-1.8	-0.2
O=C(COc1cccc2ccccc12)Nc1ccccc1I	0.9	-6.3	-1.2	0.9
COC(=O)CN(c1ccc(C)c(C)c1)S(C)(=O)=O	4.2	-7.7	2.2	0.0
Cc1nnc(N(C)C(=O)c2cnccn2)s1	13.3	1.5	-6.5	-0.1
c1ccc(N2CCN(c3cc(-n4cccn4)ncn3)CC2)cc1	7.8	-0.7	1.1	0.0
CC(=O)N(C)c1ccc(NC(=O)COc2ccc(Cl)cc2)cc1	21.6	-9.2	0.2	0.6
Cc1ccccc1CNC(=O)Cn1ncc2ccccc21	5.4	-43.2	-0.5	-0.1
COc1ccc2sc(C3C(=O)c4ccccc4C3=O)nc2c1	-5.0	-50.3	0.0	-0.2
O=C(CN(Cc1ccc(F)cc1)S(=O)(=O)c1ccccc1)Nc1ccc(F)cc1F	3.5	4.3	0.5	0.0
CCCCOc1ccc(C2C(C#N)=C(N)Oc3cc(O)ccc32)cc1 (centres undefined)	10.4	-2.7	-0.4	-0.1
Cc1ccc(C(=O)CC2(O)C(=O)N(CCc3ccccc3)c3ccccc32)cc1 (centres undefined)	13.7	-0.6	-0.4	0.0
CCC(Sc1nc(Nc2ccc(F)cc2)c2ccccc2n1)C(=O)NCCCOC (centres undefined)	4.3	6.3	-1.2	-0.1
Cc1nnc(SCC(=O)N2CCCc3ccccc32)[nH]c1=O	-6.9	3.8	1.6	-0.1
Cc1ccc(-n2nnc3c(SCC(=O)Nc4ccccc4)ncnc32)cc1	-1.2	2.2	2.2	1.1
COc1ccc(NC(CNS(=O)(=O)c2ccccc2)c2ccccc2)cc1 (centres undefined)	4.6	-0.9	1.1	0.4
CCN1C(=O)/C(=C\c2ccc3c(c2)OCO3)C(C(=O)OC)=C1C	6.9	-4.7	1.1	-0.1
COc1cccc(C(=O)Nc2sc3c(c2C(N)=O)CC(C)CC3)c1 (centres undefined)	0.9	-29.1	1.7	0.0
CC(=O)Nc1ccccc1C(=O)C(=O)NCCc1ccccc1	-6.0	-17.4	1.2	0.0
CC(C)(C)NS(=O)(=O)c1ccc(NS(=O)(=O)Cc2ccccc2)cc1	2.6	0.5	0.9	-0.1
CN(C)S(=O)(=O)Nc1ccc(N2CCC(NC3CCCc4ccccc43)CC2)cc1 (centres undefined)	4.7	-0.3	1.0	-0.1
Brc1ccc2c(c1)c1nc3ccccc3nc1n2Cc1ccccc1	-11.8	0.7	0.1	-0.1
CC(C(=O)c1ccccc1)C1(O)C(=O)Nc2ccc(Cl)cc21 (centres undefined)	6.2	3.5	0.1	-0.2
Cc1cc(NC(=O)NC(=O)c2cccc(OC(F)(F)C(F)F)c2)n[nH]1	-0.9	-55.0	1.2	-0.1
COC(=O)c1cc2c(=O)n3cc(C)ccc3nc2n(Cc2cccnc2)c1=N	4.3	1.8	-0.2	0.0
O=C(O)CNC(=O)/C(=C/c1ccccc1)NC(=O)c1ccc(Br)cc1	11.3	7.6	-0.8	0.9
The list continues.
SMILES	MITF primary	TEAD-YAP inh	GPR151 activ	FBW7 act
Cc1ccc(S(=O)(=O)N2CCN(C(=O)CN3CCN(C)CC3)C2)cc1	13.8	5.1	1.3	0.1
Fc1ccc(-c2csc3ncnc(N4CCOCC4)c23)cc1	3.2	-19.7	1.8	-0.2
Cc1ccc(NC(=O)C2CCCN2C(=O)OCc2ccccc2)cc1 (centres undefined)	1.5	-5.9	1.8	-0.2
O=C1CCN(Cc2ccoc2)CCN1Cc1cccc(C(F)(F)F)c1	11.8	5.7	0.9	-0.2
Cc1cccc(C#N)c1N=C1CCCN1C	21.9	-3.8	-2.3	-0.1
CC(C)(C)NC(=O)C(=O)NCCC1=CCCCC1	-10.5	-23.2	0.2	-0.2
Cc1cc(C)c2[nH]c(=O)c(NC(N)=O)nc2c1	-2.1	-4.2	0.6	-0.1
COC(=O)Cc1cc(=O)n(C(C)(C)C)[nH]1	12.0	1.5	0.1	0.0
O=C(NCc1ccco1)c1ccccc1NC(=O)c1cccc2ccccc12	20.7	10.7	1.5	0.0
COc1ccc(S(=O)(=O)NCCSCc2cc3cccc4c3n(c2=O)CCC4)cc1	3.1	0.5	-0.1	0.2
COC(=O)C[n+]1cccc(C)c1C	3.4	5.0	1.8	-0.1
CC(C)(C)NCCC12CC3CC(CC(C3)C1)C2	1.5	-7.9	1.3	-0.1
CC(C)(C)NC(=O)C1CCN(c2ccc(S(=O)(=O)N3CCOCC3)cc2Cl)CC1	8.2	-8.1	-0.8	0.7
CCOC(CNC(=O)c1ccc2c(c1)NC(=O)CS2)OCC	12.2	-4.1	0.8	0.2
CC(=O)N(C)c1ccc(NC(=O)COc2ccc(Br)cc2)cc1	-3.0	2.7	0.9	0.0
Cc1cc(=O)[nH]c(-n2cc(C(=O)c3cc(Br)ccc3O)cn2)n1	3.0	1.3	-0.7	-0.1
O=C(O)COc1ccc(N2C(=O)c3ccccc3C2=O)cc1	15.5	-2.2	-0.8	0.1
CSc1ccccc1NC(=O)c1noc(C)c1[N+](=O)[O-]	-9.7	6.4	-1.2	-0.1
Cc1ccc(CSc2ccc3nnc(CCNC(=O)c4ccccc4)n3n2)cc1	12.7	-0.5	-0.3	0.2
O=C(NCCN1Cc2ccccc2OC(c2ccsc2)C1)c1cncs1 (centres undefined)	5.3	-1.4	0.6	-0.1
Cc1ccc(N=Cc2nc(-c3ccccc3)oc2O)cc1Cl	11.3	1.8	-2.5	0.7
O=C(CC1CCCCC1)Nc1ccc2nc3n(c(=O)c2c1)CCCCC3	16.2	-7.3	0.3	0.0
CC(C)n1c(Nc2cccnc2)nc2c(NC3CC3)ncnc21	11.9	11.5	-0.8	0.1
COc1ccccc1N1CCN(c2ccc([N+](=O)[O-])c3cccnc23)CC1	8.4	4.6	1.2	-0.2
Nc1nc(NCc2cccc(C(F)(F)F)c2)cc(N2CCN(c3ccccn3)CC2)n1	11.5	10.9	0.0	0.5
COc1ccc(OC)c(NC(=O)c2cccc(C)c2OC)c1	1.2	0.4	1.1	0.0
CCOC(=O)C1=C(O)/C(=C/c2ccccc2)SC1=Nc1ccc([N+](=O)[O-])cc1	5.3	-2.4	-1.1	0.1
COC(=O)c1ccc(C2N(Cc3ccccc3)CCN2Cc2ccccc2)cc1	1.9	6.2	0.8	0.1
O=C(Nc1ccccc1)/C(=C\c1ccc([N+](=O)[O-])o1)NC(=O)c1cccc(Br)c1	16.4	-7.9	0.6	-0.2
Cc1cc(/C=C2/C(=N)N3C=CSC3=NC2=O)c(C)n1-c1cccc(F)c1	20.1	-6.5	-0.4	0.0
COc1ccc(-c2ncc(C)c(NCCCN3CCCC3=O)n2)cc1	1.4	-10.1	-0.4	0.0
CCOc1ccc(NC(=O)CSc2nnc3[nH]c(=O)ccn23)cc1	13.8	12.1	-0.2	0.0
CC(C(=O)N1CCN(c2ccccn2)CC1)c1ccc([N+](=O)[O-])cc1 (centres undefined)	2.0	3.0	-1.0	0.0
CCN(CC)C(=O)C1=C(C)Nc2nc3ccccc3n2C1c1cc(OC)ccc1OC (centres undefined)	15.2	2.4	-1.8	0.1
Cc1cccc(OCC(=O)N(Cc2ccc(Br)cc2)c2ccc(I)cc2)c1	-7.6	15.1	1.5	0.0
Cc1c(NC(=O)C2CCN(C(=O)Nc3ccccc3)CC2)c(=O)n(-c2ccccc2)n1C	13.7	4.1	-2.1	0.7
CN1C(=O)/C(=C\c2ccc(OCC(=O)O)cc2)SC1=S	8.6	11.0	-3.3	0.0
CCCNc1nc(N2CCc3ccccc3C2)nc2c1ncn2C(C)C	2.5	8.7	1.0	-0.2
COc1ccc(-c2nc(N/N=C\c3ccco3)sc2C)cc1	-13.5	-40.3	-0.7	-0.2
C=CCCC(=O)N1CCCC(CNC(=O)c2ccc(F)cc2)C1 (centres undefined)	5.9	-6.4	-0.2	0.1

Whole records, quoted from the list.
CCCNc1nc(N2CCc3ccccc3C2)nc2c1ncn2C(C)C is listed as MITF primary = 2.5; TEAD-YAP inh = 8.7; GPR151 activ = 1.0; FBW7 act = -0.2
Cc1c(NC(=O)C2CCN(C(=O)Nc3ccccc3)CC2)c(=O)n(-c2ccccc2)n1C is listed as MITF primary = 13.7; TEAD-YAP inh = 4.1; GPR151 activ = -2.1; FBW7 act = 0.7
Cc1cccc(OCC(=O)N(Cc2ccc(Br)cc2)c2ccc(I)cc2)c1 is listed as MITF primary = -7.6; TEAD-YAP inh = 15.1; GPR151 activ = 1.5; FBW7 act = 0.0

Already shown: entries from further up.
SMILES	MITF primary	TEAD-YAP inh	GPR151 activ	FBW7 act
COc1ccc(-c2nc(N/N=C\c3ccco3)sc2C)cc1	-13.5	-40.3	-0.7	-0.2
C=CCCC(=O)N1CCCC(CNC(=O)c2ccc(F)cc2)C1 (centres undefined)	5.9	-6.4	-0.2	0.1
